# Source: PubChem (several laboratories)
# NPY-Y2 PAM-ag – NPY-Y2 potentiators or agonists, primary screen, cell-based; cells expressing NPY-Y2, potentiator/agonist read-out; activation, % at 3.6 µM; 220,000 tested, 0.45% active; AID 1359, 2008; in the data active = activation above about 27%;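 also: cells stimulated with NPY near EC25 plus isoproterenol at EC100; 0% = vehicle plus submaximal agonist and 100% = vehicle plus saturating agonist; some results beyond the cut were filed as inactive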
# Target sequence (P49146 whole entry, looked up): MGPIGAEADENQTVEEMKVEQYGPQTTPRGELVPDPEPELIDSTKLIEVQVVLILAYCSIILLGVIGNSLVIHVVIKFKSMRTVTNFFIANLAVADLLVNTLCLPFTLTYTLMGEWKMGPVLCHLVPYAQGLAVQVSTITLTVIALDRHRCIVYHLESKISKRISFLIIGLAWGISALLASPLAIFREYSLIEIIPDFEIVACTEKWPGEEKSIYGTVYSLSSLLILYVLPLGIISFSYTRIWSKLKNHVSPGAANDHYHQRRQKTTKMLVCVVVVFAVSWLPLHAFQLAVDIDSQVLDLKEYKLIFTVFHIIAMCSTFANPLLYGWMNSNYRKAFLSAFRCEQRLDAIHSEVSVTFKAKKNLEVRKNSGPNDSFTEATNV
# S1P4 antag – S1P4 receptor antagonists, primary screen, cell-based. Sphingosine 1-phosphate receptor 4 (Homo sapiens), O95977. S1P4-expressing cells, antagonist mode, reporter read-out. inhibition, % at 4.98 µM. 220,000 tested, 0.26% active. AID 1510, 2009; in the data active = inhibition above about 29%;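 also: 0% = wells stimulated with agonist and 100% = vehicle wells without agonist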
# eIF4E-4G inh – eIF4E–eIF4G protein interaction inhibitors, primary screen, biochemical, uHTS, TR-FRET, eIF4GI fragment; AID 782, 2007; inhibition, % at 21.7 µM; 220,000 tested, 0.37% active; TR-FRET eIF4E-eIF4GI(517-606) binding, 2 h; Eukaryotic translation initiation factor 4E (Mus musculus) + Eukaryotic translation …;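 active = inhibition above about 30%, limit read from the data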;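 also: 0% = full FRET control wells and 100% = background wells lacking eIF4GI fragment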
# EP2 mod – EP2 receptor modulators, cAMP readout, primary screen, cell-based, HTRF cAMP, PGE2 stimulation; Prostaglandin E2 receptor EP2 subtype (Homo sapiens), P43116; EP2-expressing cells, cAMP HTRF FRET, PGE2 co-stimulation; induction, % at 25 µM; 260,000 tested, 0.83% active;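 active = compounds whose cAMP rise, as percent of the full-agonist control response, exceeds 60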;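 also: rat C6 glioma line stably carrying human EP2 under a CMV promoter; the protocol text gives 20 µM as final concentration; 100% = response of wells given 1 µM PGE2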
# p97 ATPase inh – inhibitors of human p97 ATPase, primary screen, biochemical; Transitional endoplasmic reticulum ATPase (Homo sapiens), P55072; recombinant p97 ATPase, Kinase-Glo ATP luminescence, 3 h; inhibition, % at 8 µM; 220,000 tested, 0.42% active; in the data active = inhibition above about 15%;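 also: 0% = DMSO vehicle and 100% = wells lacking enzyme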
# S1P4 ag – S1P4 receptor agonists, primary screen, cell-based; Sphingosine 1-phosphate receptor 4 (Homo sapiens), O95977; activation, % at 4.98 µM; 220,000 tested, 0.35% active; S1P4-expressing cell line, agonist reporter assay; in the data active = activation above about 11%;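 also: 0% = DMSO vehicle and 100% = reference agonist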
# NPY Y1 blocker – NPY-Y1 receptor antagonists, primary screen, cell-based. 200,000 tested, 1% active. HEK293-CNG Y1 cells, membrane potential fluorescence; NPY at EC95, then isoproterenol. inhibition, % at 3.6 µM. Neuropeptide Y receptor type 1 (Homo sapiens), P25929;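 active = inhibition above the campaign mean inhibition of all tested compounds plus 3 SD, cut at about 20% in these data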;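 also: 0% = DMSO wells given NPY plus isoproterenol and 100% = isoproterenol alone without NPY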
# Target sequence (P25929 whole entry, looked up): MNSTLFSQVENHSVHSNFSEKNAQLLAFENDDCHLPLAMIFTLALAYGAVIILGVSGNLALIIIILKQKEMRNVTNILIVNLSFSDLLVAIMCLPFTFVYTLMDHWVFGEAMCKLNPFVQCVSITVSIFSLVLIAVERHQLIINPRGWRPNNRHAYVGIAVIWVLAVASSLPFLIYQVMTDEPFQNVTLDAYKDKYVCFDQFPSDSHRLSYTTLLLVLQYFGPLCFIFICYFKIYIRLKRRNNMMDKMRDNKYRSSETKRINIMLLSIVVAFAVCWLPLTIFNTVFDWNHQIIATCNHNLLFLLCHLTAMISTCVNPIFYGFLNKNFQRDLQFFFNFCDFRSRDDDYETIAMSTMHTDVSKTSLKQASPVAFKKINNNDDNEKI
#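 Test system: HEK293 cells co-expressing NPY Y1 receptor and cyclic-nucleotide gated channel; Also added: NPY (25 nM), isoproterenol (1 µM), Ro 20-1724 (25 µM); Compound dosing: one concentration, 3.6 µM, in 0.4% DMSO; Timing: dye 3 h, compound 60 min room temperature, stimulation 45 min; Technique: Membrane-potential fluorescent dye readout.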
# NPY-Y1 PAM-ag – NPY-Y1 receptor potentiators or agonists, primary screen, cell-based; Neuropeptide Y receptor type 1 (Homo sapiens), P25929; NPY-Y1 expressing cells, potentiator/agonist activation; activation, % at 3.6 µM; 220,000 tested, 0.37% active; AID 1304, 2008; in the data active = activation above about 33%, passing the limit was not always enough;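 also: cells stimulated with NPY at EC10 then isoproterenol at EC100; 0% = low agonist plus stimulus and 100% = saturating agonist plus stimulus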
# EP2 antag – human EP2 receptor antagonists, primary screen, TR-FRET cAMP, C6 glioma cells; Prostaglandin E2 receptor EP2 subtype (Homo sapiens), P43116; C6 glioma cells expressing human EP2; cells stimulated with saturating PGE2; inhibition, % at 25 µM; 260,000 tested, 0.52% active;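 active = percent inhibition above 40 after rounding to a whole number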;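 also: rat C6 glioma host cells with rolipram phosphodiesterase inhibitor present; the protocol text gives 20 µM as final concentration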
# Active calls of the source: *; . = no result given; & = joins results of further samples; [ ] = dose if it differs, or a comment. An excerpt; rates above refer to the full screens.
1. N=C1c2ccccc2CN1c1ncccn1
2. COc1cc(N)c(Cl)cc1C(=O)NC1CN2CCC1CC2 (configuration not stated)
3. O=C(CNC(=O)OCc1ccccc1)Nc1ccc(Br)cc1C(=O)c1ccccc1
4. Cc1c(N=Cc2c(O)n(CCc3ccccc3)c(=O)[nH]c2=O)c(=O)n(-c2ccccc2)n1C
5. N/C(=N\N=C/c1ccc(-c2ccc(O)c(C(=O)O)c2)o1)N[N+](=O)[O-]
6. Cc1ccc(N2CCN(CCc3ccccc3)CC2)cc1
7. COc1ccc(CCn2c(O)c(C=Nc3ccc(F)cc3)c(=O)[nH]c2=O)cc1OC
8. O=C1CCCC2C3CCCN4CCCC(CN12)C34 (configuration not stated)
9. CCCCOc1nc2ccccc2c(=O)n1-c1ccccc1
10. Cc1c(/C=C2/CC3C4CC=C5CC(O)CCC5(C)C4CCC3(C)C2=O)cnn1C (configuration not stated)

screen / no.	1	2	3	4	5	6	7	8	9	10
EP2 mod	24	.	37	-13	-8	7	-14	-15	23	.
NPY-Y2 PAM-ag	4	-1	2	9	0	-1	-6	8	-2	0
EP2 antag	6	8	5	12	8	12	15	14	2	.
S1P4 ag	2.8	-0.4	0.3	-1.7	2.5	0.7	-0.3	1.5	0.5	0.1
S1P4 antag	-3	6	-15	1	-7	-13	-5	-8	-9	-7
eIF4E-4G inh	0	4	-15	-1[fluorescence artefact?]	33*[fluorescence artefact?]	-2[fluorescence artefact?]	5	5	22	.
NPY-Y1 PAM-ag	17	7	-8	6	14	-14	0	-11	-14	-27
p97 ATPase inh	3	4	-2	0	10	-5	-2	5	-1	2
NPY Y1 blocker	4	8	13	-5	6	-1	.	3	6	2

11. CC[N+](CC)(CC#CCO)CC#Cc1ccccc1
12. COc1ccc(C(CNC(=O)Cc2ccc(Cl)c(Cl)c2)N(C)C)cc1 (configuration not stated)
13. O=C(NCCN1CCCCC1)c1ccc(Cl)nc1Cl
14. CCN(C(C)=O)c1cccc(-c2ccnc3c(C#N)cnn23)c1
15. CN1CCN(c2ccc([N+](=O)[O-])c(Sc3ccccn3)c2)CC1
16. CC(C(=O)c1cn(C)c2ccccc12)c1ccccc1 (configuration not stated)
17. Clc1ccccc1CN1CCN(c2ccccc2)CC1
18. O=C(Cc1ccccc1[N+](=O)[O-])N1CCN(Cc2ccc3c(c2)OCO3)CC1
19. O=C(Cc1cc(=O)[nH]c(=O)[nH]1)N1CCN(CCO)CC1
20. CC1CCC(C(=O)NC(C(=O)N2CCC3(CC2)OCCO3)C(C)C)CC1 (configuration not stated)

screen / no.	11	12	13	14	15	16	17	18	19	20
EP2 mod	26	-28	14	.	-3	32	5	-29	-1	21
NPY-Y2 PAM-ag	0	-5	-4	-7	3	-1	-19	-9	-10	-4
EP2 antag	7	2	8	.	6	7	10	10	11	4
S1P4 ag	-1.2	-0.2	3.2	0.9	0.2	2.8	0.6	-2.4	-0.1	0.4
S1P4 antag	-9	-2	-5	-3	-16	-11	-8	-18	6	-1
eIF4E-4G inh	-6	6	-3	2	1	-6	1	-1	-1	0
NPY-Y1 PAM-ag	-2	-9	14	3	-8	12	5	3	2	6
p97 ATPase inh	-1	5	3	-1	-1	-2	-2	0	1	4
NPY Y1 blocker	-2	6	-2	2	.	3	5	1	4	-1

21. CCCCC/C=C\C/C=C\C/C=C\C/C=C\CCCC(=O)Nc1ccc(O)cc1
22. CC(C)Cc1nnc(NC(=O)CCC(=O)N2CCC3(CC2)OCCO3)s1
23. Cc1ccc2ccccc2c1NC(=O)CNC1CCCCC1
24. Cc1nc2ccc(P(=O)(O)O)cc2s1
25. CCCC(=O)c1ccc(CP(=O)(OCC)OCC)o1
26. CCc1ccc(N2C(=O)NC(=O)/C(=C\C=C\c3ccco3)C2=O)cc1
27. N#CC(C#N)=Cc1ccc(N2CCCC2)cc1
28. CCCC(C)C1(CC)C(=O)NC(=O)N=C1N (configuration not stated)
29. COc1ccc(C(=O)C2CCCN(C3CSCCSC3)C2)c(C)c1 (configuration not stated)
30. CC/C(=N\Nc1ccccc1)c1c(O)n(-c2ccccc2)c(=O)[nH]c1=O

screen / no.	21	22	23	24	25	26	27	28	29	30
EP2 mod	.	-8	18	12	17	-29	-22	24	-48	-26
NPY-Y2 PAM-ag	-7	-17	1	-8	-12	1	4	1	4	7
EP2 antag	12	3	7	5	6	61*	7	0	2	6
S1P4 ag	0.1	0.0	0.7	0.0	1.4	0.8	0.7	2.1	1.6	-0.7
S1P4 antag	22	5	-12	1	-5	7	-6	-14	-5	-7
eIF4E-4G inh	-2	-3	11	2	2	-5	3	1	-2	4
NPY-Y1 PAM-ag	5	-10	0	16	-16	16	-9	-2	5	19
p97 ATPase inh	2	-1	3	0	0	13	-4	4	4	-3
NPY Y1 blocker	10	.	7	-2	.	.	-3	1	4	.

# Structural class: the compounds so far containing a cyano group.
14. CCN(C(C)=O)c1cccc(-c2ccnc3c(C#N)cnn23)c1
27. N#CC(C#N)=Cc1ccc(N2CCCC2)cc1

screen / no.	14	27
EP2 mod	.	-22
NPY-Y2 PAM-ag	-7	4
EP2 antag	.	7
S1P4 ag	0.9	0.7
S1P4 antag	-3	-6
eIF4E-4G inh	2	3
NPY-Y1 PAM-ag	3	-9
p97 ATPase inh	-1	-4
NPY Y1 blocker	2	-3

# The listing continues.
31. Cc1cccc(NP(=O)(Oc2ccccc2F)Oc2ccccc2F)c1C
32. Cc1cc(O)c(CN2CCN(c3ccccc3)CC2)cc1C
33. CC1(C)C[C@H]2C=C(C=O)[C@]3(C=O)C[C@]3(C)[C@H]2C1
34. Cc1ccc2c(c1)C1CN(C)CCC1N2C(=O)/C=C/c1ccc2c(c1)OCO2 (configuration not stated)
35. COc1ccc(Cl)cc1C(=O)C1CCCN(Cc2cnc(C)s2)C1 (configuration not stated)
36. CC[C@]12C=CCN3CCC4(c5cc(Br)c(OC)cc5N(C)C4[C@@](O)(C(=O)OC)[C@@H]1OC(C)=O)C32 (some centres not stated)
37. CC(=O)NC1C(OC(=O)Cc2ccccc2)OC(COC(C)=O)C(OC(C)=O)C1OC(C)=O (configuration not stated)
38. C/C(=C/C=C/[C@@H](C)C(=O)O)[C@H]1CN[C@H](C(=O)O)[C@H]1CC(=O)O
39. CCOC(=O)C(O)(c1ccc(NC(=O)NC2CCCCC2)cc1)C(F)(F)F (configuration not stated)
40. Cc1cc(C)c(-n2c(O)c(/C=N/N3CCCCC3c3cccnc3)c(=O)[nH]c2=O)c(C)c1 (configuration not stated)

screen / no.	31	32	33	34	35	36	37	38	39	40
EP2 mod	65*	15	-34	-27	-9	-36	5	-2	-10	7
NPY-Y2 PAM-ag	-2	-7	8	-8	-6	6	4	-10	-4	4
EP2 antag	7	31	88*	8	11	5	10	18	11	6
S1P4 ag	0.9	2.1	-6.0	-0.9	0.0	-3.3	-0.3	-4.8	1.6	-0.2
S1P4 antag	20	-17	70*	-21	-4	-7	-6	0	-1	-18
eIF4E-4G inh	0	-2	10[fluorescence artefact?]	-4	3	5	-1	1	1	2[fluorescence artefact?]
NPY-Y1 PAM-ag	5	-24	17	-16	-8	-11	18	-25	20	-16
p97 ATPase inh	-7	3	11	-1	0	-9	1	0	0	4
NPY Y1 blocker	14	-2	3	5	-3	6	1	-1	-5	2

41. NCCc1ccc(O)cc1
42. O=C1NC(=O)C(CCc2ccncc2)(Cc2ccc3c(c2)OCO3)C(=O)N1CCc1ccccc1 (configuration not stated)
43. NC1=NC(c2cccnc2)n2c(nc3ccccc32)N1 (configuration not stated)
44. CN1CCN(c2ccc(C(F)(F)F)cc2N)CC1
45. CC(Oc1ccc(-c2ccccc2)cc1)C(=O)O (configuration not stated)
46. Cn1c(O)c(C=NCCCN2CCCC2=O)c(=O)n(C)c1=O
47. Cn1c(=O)c2c(ncn2CCCl)n(C)c1=O
48. CC(=O)Nc1ccc(C2CN(C)CC2C(=O)c2ccc(Cl)cc2)cc1 (configuration not stated)
49. CN(C)c1ccc(N=Cc2c(O)n(CCC3=CCCCC3)c(=O)[nH]c2=O)cc1
50. O=C1NC(=O)N(CC2CCCO2)C(=O)/C1=C/c1cccs1 (configuration not stated)

screen / no.	41	42	43	44	45	46	47	48	49	50
EP2 mod	-8&-11&18	14	-1	-7	1	29	-9	-1	7	-106
NPY-Y2 PAM-ag	-6	6	-12	-7	-28	-5	0	10	-2	41*
EP2 antag	12&16&14	5	14	9	9	7	17	7	8	14
S1P4 ag	0.9	2.4	0.4	1.6	1.6	2.2	0.2	0.0	1.5	-1.2
S1P4 antag	-7	9	6	-9	-3	-3	0	1	20	3
eIF4E-4G inh	0	0	-4	-1	9	5	-2	1	-1	0
NPY-Y1 PAM-ag	-10	-17	6	9	2	14	-10	6	-2	14
p97 ATPase inh	-5	2	4	6	1	-3	4	3	6	4
NPY Y1 blocker	0	-4	.	-1	25*	1	-1	-5	4	.

# Reprinted at random: 2 records from the list, in no set order.
43. NC1=NC(c2cccnc2)n2c(nc3ccccc32)N1 (configuration not stated)
41. NCCc1ccc(O)cc1

screen / no.	43	41
EP2 mod	-1	-8&-11&18
NPY-Y2 PAM-ag	-12	-6
EP2 antag	14	12&16&14
S1P4 ag	0.4	0.9
S1P4 antag	6	-7
eIF4E-4G inh	-4	0
NPY-Y1 PAM-ag	6	-10
p97 ATPase inh	4	-5
NPY Y1 blocker	.	0

# Next section:
51. CCN(CC)CCCN=Cc1c(O)n(-c2cccc(C)c2C)c(=O)[nH]c1=O
52. CC(=NCCN1CCCCC1)c1c(O)n(Cc2ccccc2)c(=O)[nH]c1=O
53. C/C(=N\N1CCCCCC1)c1c(O)n(-c2ccc(C)cc2)c(=O)[nH]c1=O
54. CC(=NCCCN1CCOCC1)c1c(O)[nH]c(=O)[nH]c1=O
55. CC1CCN(C(=O)CCl)CC1
56. Cc1ccccc1C(O)(Cc1ccccc1)C1CN2CCC1CC2 (configuration not stated)
57. CCc1ccc(-n2c(O)c(/C=N/N3CCCCC3c3cccnc3)c(=O)[nH]c2=O)cc1 (configuration not stated)
58. COc1ccc(N2C(=O)NC(=O)/C(=C\c3ccccc3[N+](=O)[O-])C2=O)cc1
59. Cc1nc2ccccc2c(=O)n1-c1ccc(Cl)cc1[N+](=O)[O-]

screen / no.	51	52	53	54	55	56	57	58	59
EP2 mod	-9	21	26	-4	27	-15	13	-67	4
NPY-Y2 PAM-ag	-1	-6	-8	1	4	-7	-3	-10	8
EP2 antag	11	7	14	2	8	22	4	9	4
S1P4 ag	1.4	-0.3	2.4	-1.1	4.6	-0.5	1.6	0.1	-1.8
S1P4 antag	-5	-11	-6	-8	17	1	-1	-5	11
eIF4E-4G inh	0	1	1	3[fluorescence artefact?]	0	-6	-2[fluorescence artefact?]	6	2
NPY-Y1 PAM-ag	-2	17	-5	-7	-4	-26	-3	-4	1
p97 ATPase inh	2	3	8	6	2	0	6	-1	3
NPY Y1 blocker	-9	1	-3	-1	6	21*	7	0	4
